Screens: PubChem BioAssay, several laboratories
SMARCA2 activ: SMARCA2 function activation, primary screen; MG213 cells, MMTV-luciferase reporter, dexamethasone, overnight; activation, % at 9.1 µM; actives 1% (n = 370,000); AID 652017; in the data active = activation above about 7.8%;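 note: 0% = vehicle wells and 100% = reference activator wells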
PLC-beta3 inh: inhibitors of human phospholipase C beta3 | Q01970 | Purified PLC-beta3, fluorogenic substrate, fluorescence | inhibition, % at 12.2 µM | actives 0.18% (n = 370,000) | AID 720704; in the data active = inhibition above about 11%;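 note: 0% = median of compound wells on plate and 100% = full blocker control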
hgDAF12 agonist: hgDAF-12 agonism, primary luciferase screen | HEK293 GAL4-hgDAF12 UAS-luciferase reporter, agonist luminescence; normalized to butyrate control | activation, % at 6.8 µM | actives 1.8% (n = 370,000) | AID 687014;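 active = activation above a cutoff set at the mean of all screened compounds plus 3 SD, cut at about 10% in these data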;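 note: 0% = DMSO wells and 100% = sodium butyrate wells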
ADAM17 inh: inhibitors of human ADAM17; inhibition, % at 6.95 µM; P78536; actives 0.83% (n = 370,000); AID 720648; recombinant ADAM17, EDANS/DABCYL FRET peptide cleavage;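 active = inhibition above the mean of compounds lying between control limits plus 3 SD, set per campaign, cut at about 8.5% in these data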;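 note: 0% = DMSO-only wells as the low control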
Target sequence (P78536 215-824 limits assumed): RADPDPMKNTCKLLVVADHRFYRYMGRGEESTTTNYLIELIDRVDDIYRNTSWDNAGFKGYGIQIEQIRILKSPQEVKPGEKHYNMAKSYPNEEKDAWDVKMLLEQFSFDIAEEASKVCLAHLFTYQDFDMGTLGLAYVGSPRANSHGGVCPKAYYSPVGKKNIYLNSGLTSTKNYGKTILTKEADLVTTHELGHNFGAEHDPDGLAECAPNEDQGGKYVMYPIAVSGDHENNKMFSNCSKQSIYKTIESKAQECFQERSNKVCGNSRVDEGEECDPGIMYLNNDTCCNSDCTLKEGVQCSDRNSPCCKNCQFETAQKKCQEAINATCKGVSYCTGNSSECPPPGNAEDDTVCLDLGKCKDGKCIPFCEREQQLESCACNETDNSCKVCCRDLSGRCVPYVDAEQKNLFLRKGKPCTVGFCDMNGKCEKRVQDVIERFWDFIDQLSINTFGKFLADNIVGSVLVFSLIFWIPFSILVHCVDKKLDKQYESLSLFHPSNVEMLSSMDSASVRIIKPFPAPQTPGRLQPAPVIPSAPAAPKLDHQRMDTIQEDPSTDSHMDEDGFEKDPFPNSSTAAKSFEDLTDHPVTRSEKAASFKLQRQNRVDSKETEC
ssDAF-12 act: activates DAF-12 receptor from parasite S. stercoralis. actives 1% (n = 370,000). AID 652126. HEK293 ssDAF-12/GRIP1 lit1-tk-luc reporter, luminescence; % of 3 µM dafachronic acid response. activation, % at 6.8 µM;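 active = activation above the mean over all tested compounds plus 3 SD, cut at about 0.9% in these data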;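 note: 0% = DMSO-only wells and 100% = 3 µM delta7-dafachronic acid wells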
hcDAF-12 act: activators of H. contortus DAF-12 nuclear receptor. HEK293 hcDAF-12 lit1-tk-luc reporter, luminescence; 0% DMSO, 100% Δ7-dafachronic acid. activation, % at 6.8 µM. actives 1.4% (n = 370,000). AID 652067;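 active = activation above the mean of all tested compounds plus 3 SD, cut at about 5.5% in these data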;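 note: 100% = response to 3 µM Δ7-dafachronic acid high control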
DAX1 inh-1: DAX1 (NR0B1) inhibition, primary screen; inhibition, % at 6.8 µM; AID 652010; HEK293T StAR-luciferase reporter, SF-1/DAX-1 repression relief; actives 1.1% (n = 370,000);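 active = inhibition above the mean over all tested compounds plus 3 SD, cut at about 3.6% in these data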;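 note: 0% = DAX-1 cells with DMSO and 100% = cells lacking DAX-1 with DMSO; higher inhibition means more luminescence from relief of DAX-1 repression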
NR1D1 modulator: modulates human Rev-erb alpha binding to DNA; P20393; Rev-erbα–FITC-DNA binding, fluorescence polarization, 90 min; activity, % at 10 µM; actives 0.79% (n = 370,000); AID 1259318;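 active = activity above about 14%, limit read from the data; passing the limit was not always enough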;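 note: 0% = DMSO wells with 35 nM protein and 100% = DMSO wells with 750 nM protein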
MBD2 inh: MBD2-methylated oligo binding inhibition; actives 0.31% (n = 370,000); inhibition, % at 4.4 µM; TR-FRET, MBD2 binding to methylated oligonucleotide; AID 686964; Q9UBB5; in the data active = inhibition above about 13%
Target sequence (Q9UBB5 whole entry, looked up): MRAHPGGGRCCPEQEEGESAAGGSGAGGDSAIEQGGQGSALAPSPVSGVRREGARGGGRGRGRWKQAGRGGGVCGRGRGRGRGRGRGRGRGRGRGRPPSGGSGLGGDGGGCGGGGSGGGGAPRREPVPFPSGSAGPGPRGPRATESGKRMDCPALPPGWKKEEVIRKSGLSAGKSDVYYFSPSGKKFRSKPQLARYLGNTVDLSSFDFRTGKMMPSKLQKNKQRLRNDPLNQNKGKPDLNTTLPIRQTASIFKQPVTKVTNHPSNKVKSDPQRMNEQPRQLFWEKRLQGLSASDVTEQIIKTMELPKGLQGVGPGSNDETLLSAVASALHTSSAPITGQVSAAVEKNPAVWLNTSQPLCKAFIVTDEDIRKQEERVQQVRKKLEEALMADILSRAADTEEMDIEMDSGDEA
PLC-gamma1 inh: blocks human PLC-gamma1 enzyme activity; purified PLC-gamma1, fluorogenic substrate, fluorescence; inhibition, % at 12.2 µM; actives 0.84% (n = 370,000); AID 720700; in the data active = inhibition above about 9.5%
DAX1 inh-2: NR0B1 (DAX1) inhibition; P51843; HEK293 Gal4-DAX1 luciferase reporter, luminescence; inhibition, % at 6.75 µM; actives 0.99% (n = 340,000); AID 504766;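 active = inhibition above the mean over all tested compounds plus 3 SD, cut at about 4.2% in these data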;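 note: 0% = DAX1-transfected cells with DMSO and 100% = empty-vector control cells with DMSO; inhibition shows as a rise in luminescence from relieved DAX1 repression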
* = called active by the depositor; nt = not tested or not shown.

SMILES	SMARCA2 activ	PLC-beta3 inh	hgDAF12 agonist	ADAM17 inh	ssDAF-12 act	hcDAF-12 act	DAX1 inh-1	NR1D1 modulator	MBD2 inh	PLC-gamma1 inh	DAX1 inh-2
CCCCCCn1c(COc2ccccc2F)nnc1SCC(=O)N1c2ccccc2NC(=O)C1(C)C	-2.8	-7.2	2.9	2.0	-2.0	-1.3	0.0	3.2	6.9	1.6	-0.7
CCOc1ccc2[nH]c(=O)c(CN(CCO)C(=O)CC)cc2c1	0.3	-40.9	-0.3	-93.1	-0.8	-0.3	0.0	-1.5	-0.9	-34.9	1.7
CC(C)(C)C(=O)COC(=O)c1cccc(NC(=O)c2ccco2)c1	-1.9	4.7	3.2	-0.3	-1.4	-1.0	-0.6	-1.6	4.2	5.2	0.1
CCOCCCN(CC(=O)NC1CCCC1)C(=O)C(=O)Nc1ccc2c(c1)OCCO2	2.1	-5.0	-0.8	-0.5	-1.0	-0.2	-0.3	-6.6	-2.0	-2.0	-1.9
Cc1cccnc1NC(=O)c1ccc(C(=O)c2ccccc2)cc1	-2.1	-8.5	1.7	2.1	0.0	0.8	2.6	8.8	-1.6	-1.0	0.4
O=C(COC(=O)C1CC1)Nc1ccccc1Sc1ccccc1	-1.5	2.4	0.3	-0.9	-1.5	1.7	-0.1	-0.3	2.2	-0.7	0.3
Cc1cc(C)n2nc(SCC(=O)N(C)C)nc2n1	0.6	1.3	0.7	-1.5	-0.6	-1.2	0.1	-5.5	-1.8	-2.3	0.1
CCC(C(=O)Nc1ccccc1N1CCCC1)c1cccc(Cl)c1 (stereo not drawn)	-1.8	-3.4	-0.6	2.3	-1.7	-0.8	-1.2	2.3	-1.4	-2.6	nt
Cc1n[nH]c(C)c1S(=O)(=O)N1CCc2ccccc2C1	-3.8	-4.2	-2.0	-2.1	-0.5	-0.9	0.1	-2.2	-0.6	1.9	0.3
CC(C)(C)N1C(=O)c2c(C(=O)OCc3ccccc3)[nH]c(-c3ccccc3)c2C1=O	-0.9	-5.6	0.7	-5.6	-1.6	0.3	-0.2	0.7	0.9	-3.6	nt
C=CCn1c(CCCOc2ccc(Cl)cc2Cl)nnc1SCC(=O)Nc1nccs1	-2.4	2.9	-0.9	-3.7	-1.5	-0.6	0.2	2.0	0.9	-0.9	0.0
O=C(NCc1cccc(C(F)(F)F)c1)C1CCCN(c2ncccn2)C1 (stereo not drawn)	-1.7	-7.8	-0.9	-7.7	-1.9	-1.2	-0.6	1.7	1.6	-5.3	0.7
CCCCOc1ccc(-c2ncc(N)cn2)cc1	1.6	-9.3	4.7	-7.1	-0.5	0.0	0.9	0.4	0.8	-1.2	3.4
CN(C)c1ccc(S(=O)(=O)N2CCCCC2)cc1NC(=O)COc1ccccc1F	-3.0	-7.7	-1.3	-1.6	-0.9	-1.6	-0.3	1.9	-3.6	0.3	-2.0
CCCCC[C@H](C)N1C[C@H](COCc2ccccc2)Oc2cc(N3CC[C@@H](N(C)C)C3)ccc2S1(=O)=O	-3.4	-1.4	0.0	7.2	-1.1	-1.5	0.3	-0.9	-2.5	0.3	nt
CC(C)CC1(C)NC(=O)N(CC(=O)Nc2cccc(S(=O)(=O)N(C)c3ccccc3)c2)C1=O (stereo not drawn)	-2.0	6.4	-3.4	2.7	-0.6	-0.5	0.1	-3.3	-4.7	1.8	0.2
COc1ccc(Cc2nnc(SCC(=O)NCC3CCCO3)o2)cc1 (stereo not drawn)	-1.3	-1.9	0.0	-2.7	-0.7	-1.9	1.0	0.0	0.4	0.3	-0.3
COc1ccccc1OCC(=O)Nc1cccc(C(=O)N2CCOCC2)c1	-2.5	1.4	2.4	-5.8	-1.1	0.3	-0.1	-2.1	-3.6	-2.4	0.6
N#Cc1ccccc1NC(=O)COC(=O)c1cccs1	5.0	0.1	-2.7	-3.5	-0.6	0.9	-0.4	-4.9	-1.7	1.3	0.0
CCCN1C2CCCC1CC(NC(=O)c1cccc(OC)c1)C2 (stereo not drawn)	-1.4	-2.8	3.3	0.1	-1.4	-1.7	0.2	4.0	2.6	1.7	3.2
Cc1oc(-c2cccs2)nc1CS(=O)CC(=O)NCCCOC(C)C (stereo not drawn)	3.8	-1.8	-0.4	1.7	-1.2	1.5	0.1	8.6	-0.2	-2.8	-2.0
Cc1cc(C)c(NC(=O)CS)c(Cl)c1	-1.8	-5.1	1.9	-6.2	-1.5	-0.5	0.0	-5.2	-1.0	2.3	-0.6
CC1CCCCC1NC(=O)CSc1nncn1N (stereo not drawn)	0.4	5.7	1.9	0.7	-1.1	-2.1	-0.2	-3.6	1.9	3.9	0.4
COC(=O)C1=CN(Cc2ccccc2)C=C(C(=O)OC)C1c1ccc(O)c(OC)c1	-3.6	-20.4	-1.2	-11.7	-1.5	-1.9	-0.6	7.3	-3.2	-7.3	-1.6
CN(C)C(CN=C1NS(=O)(=O)c2ccccc21)c1ccco1 (stereo not drawn)	-1.4	-4.2	-1.6	-8.3	-0.6	0.3	-0.1	-10.3	-2.2	-7.7	2.0
SMILES	SMARCA2 activ	PLC-beta3 inh	hgDAF12 agonist	ADAM17 inh	ssDAF-12 act	hcDAF-12 act	DAX1 inh-1	NR1D1 modulator	MBD2 inh	PLC-gamma1 inh	DAX1 inh-2
CCC(C(=O)Nc1ncn[nH]1)(C(F)(F)F)C(F)(F)F	1.5	-0.1	-2.0	-1.0	-1.0	0.1	0.4	-0.9	2.5	0.3	2.1
CC1(C)COC(c2cc([N+](=O)[O-])ccc2Cl)=N1	-1.4	0.2	1.2	-0.6	-0.6	3.0	0.7	0.2	1.8	-3.5	0.0
C[C@H]1CN([C@@H](C)CO)S(=O)(=O)c2ccc(Br)cc2O[C@@H]1CN(C)C(=O)Nc1ccc2c(c1)OCO2	0.0	-1.4	-1.2	3.8	-1.3	1.5	-1.1	3.2	-5.3	-2.9	1.6
COc1ccc(S(=O)(=O)N(C)C[C@H]2Oc3ccc(NC(=O)Nc4ccc5c(c4)OCO5)cc3C(=O)N([C@H](C)CO)C[C@@H]2C)cc1	0.6	-5.8	-0.6	3.2	-0.9	-1.4	0.1	0.8	0.9	-2.7	-0.4
CSc1ncnc2ncn(C)c12	1.1	0.5	-1.1	-5.3	0.4	-0.7	0.6	0.0	1.3	-0.7	2.0
COc1ccc(-c2noc(CCC(=O)Nc3cccnc3)n2)cc1	-1.4	-6.3	1.9	-5.1	-1.4	-0.9	-1.7	3.5	-3.5	1.2	-2.4
COc1ccc(OCCCn2c(=O)oc3ccccc32)cc1	2.1	1.6	5.3	-3.0	-1.2	-0.7	-0.2	0.6	0.2	1.9	-0.7
O=C(NNC(=S)NC1CC2CCC1C2)c1ccc(Cl)cc1 (stereo not drawn)	-3.5	-10.8	-0.6	0.2	-0.9	-0.9	0.1	-0.1	0.6	-1.5	-0.4
Cc1cccc(-c2nnc(SCC(=O)NC3CC3)n2C)c1	-1.8	-6.8	1.7	-1.9	-0.2	-1.8	0.7	-2.0	-0.9	-2.6	0.5
Cc1ccc(NC(=O)CN2CCOCC2)cc1S(=O)(=O)N1CCCCC1	-0.4	3.0	1.4	-4.1	-1.4	-0.1	0.9	3.3	3.7	-2.2	1.3
COc1ccc(-c2cc(O)cc(O)c2)cc1	6.5	-1.7	8.2	-5.5	0.5	2.8	2.4	5.2	0.1	-3.6	2.1
CC1(C)SC(=S)N(Cc2ccc3c(c2)OCO3)C1N(O)C(=O)NC1CCCCC1 (stereo not drawn)	1.6	3.0	-2.3	3.6	-0.8	0.9	-0.9	-7.8	-1.6	7.2	0.3
Cc1ccc(CCN2CC(C(=O)NCc3ccco3)CC2=O)cc1 (stereo not drawn)	-0.9	-6.7	0.1	-6.7	-0.3	0.0	0.3	8.1	4.4	-1.8	-0.9
COc1ccccc1NS(=O)(=O)c1cccc(C(=O)NNC(=O)c2ccc(NC(C)=O)cc2)c1	-4.0	-7.3	-3.1	-1.2	-1.2	1.2	0.0	2.1	5.0	0.9	2.9
O=S1(=O)[C@H]2C[C@@H]3C=C[C@@]2(CN1Cc1cccc(C(F)(F)F)c1)O3	-0.6	2.5	-0.8	3.5	-1.4	-0.6	0.3	-3.1	-3.8	0.8	0.7
Cc1cccc(NC(=S)NCC23C=CC(O2)C2C(=O)N(c4ccc(Cl)cc4)C(=O)C23)c1 (stereo not drawn)	-1.2	-0.9	-3.5	1.0	-0.3	1.7	0.1	1.5	0.8	1.7	-0.5
CN1CCC(N(C)C(=O)c2cccc(S(=O)(=O)N3CCc4ccccc43)c2)CC1	-5.7	2.8	1.3	-0.2	-1.5	0.2	-0.1	3.2	2.6	-0.7	0.2
CCOc1ccc(-n2nnnc2SCC(=O)c2ccccc2)cc1	1.5	3.2	-0.3	2.3	-1.1	-1.4	0.0	5.8	2.6	5.1	-0.2
CC(=O)c1cc(C#N)c(NCc2ccccc2)nc1C	-2.0	0.2	-2.3	-2.1	-1.9	-2.3	-0.7	-0.7	-3.9	0.3	0.6
COc1ccc(N2C(=O)CSC23CCC(C(C)(C)C)CC3)cc1 (stereo not drawn)	-1.7	7.1	1.6	2.0	-1.7	0.5	0.9	5.8	-2.1	2.1	2.7
CC1(C)CC(=O)C2=C(C1)Nc1ccccc1[S@]2=O	-6.0	-109.9	-1.9	-17.4	-1.4	-1.6	0.0	-0.3	1.2	-74.0	-0.3
O=C(COc1ccc([N+](=O)[O-])cc1)Nc1ccc(NC(=O)c2ccccc2)cc1	-2.5	-1.0	-1.3	-6.9	-0.8	2.7	0.1	-4.5	9.1	2.3	0.5
CCOC(=O)c1ccc(NC(=S)N(CCCN2CCCC2)Cc2ccco2)cc1	-1.4	2.6	6.4	-1.0	-1.2	-0.6	1.7	-0.7	-2.9	2.0	0.0
O=C(NCc1cccnc1)c1cc2nc(-c3cccs3)cc(C(F)(F)Cl)n2n1	1.2	-326.1	-2.4	-20.9	-2.0	-2.5	-1.4	-2.1	-3.1	-212.4	-1.1
CCc1cc(SC#N)ccc1N	-1.6	-0.5	-2.8	-0.1	-2.0	0.7	-2.3	1.5	-2.8	2.9	1.9
c1ccc(CN(Cc2ccccc2)C(c2ccnc3ccccc23)c2nnnn2-c2ccc3c(c2)OCCO3)cc1 (stereo not drawn)	-6.1	1.1	-2.7	3.7	-0.9	-2.1	-0.8	-1.4	3.6	3.5	nt
COCCNC(=O)C1(C)CCCN(Cc2c(C)nn(-c3ccccc3)c2C)C1 (stereo not drawn)	-3.1	2.8	1.0	-1.4	-0.8	1.3	0.2	-1.7	4.7	1.0	nt

Part of the list above, reformatted.
Values in the order – SMARCA2 activ, PLC-beta3 inh, hgDAF12 agonist, ADAM17 inh, ssDAF-12 act, hcDAF-12 act, DAX1 inh-1, NR1D1 modulator, MBD2 inh, PLC-gamma1 inh, DAX1 inh-2
CCOC(=O)c1ccc(NC(=S)N(CCCN2CCCC2)Cc2ccco2)cc1
 : -1.4, 2.6, 6.4, -1.0, -1.2, -0.6, 1.7, -0.7, -2.9, 2.0, 0.0
O=C(NCc1cccnc1)c1cc2nc(-c3cccs3)cc(C(F)(F)Cl)n2n1
 : 1.2, -326.1, -2.4, -20.9, -2.0, -2.5, -1.4, -2.1, -3.1, -212.4, -1.1
